# GIRK2 act: activators of NPY4-receptor-primed GIRK2 channels, summary, cell-based, HEK293, thallium flux; G protein-activated inward rectifier potassium channel 2 (Homo sapiens), P48051; HEK293 GIRK2/NPY4 cells, thallium flux fluorescence; activation (% efficacy), % for hits at 37.5 µM; 34,000 tested, under 10 active; AID 1259324, 2017;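 active = primary screen hit, no activity in plain HEK293 cells, and in GIRK2-only cells above 5% efficacy rising with concentration; inactive = the rest, including fluorescent compounds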;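 also: efficacy is normalized control-subtracted fluorescence 15 s after thallium addition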
# Target sequence (P48051 whole entry, looked up): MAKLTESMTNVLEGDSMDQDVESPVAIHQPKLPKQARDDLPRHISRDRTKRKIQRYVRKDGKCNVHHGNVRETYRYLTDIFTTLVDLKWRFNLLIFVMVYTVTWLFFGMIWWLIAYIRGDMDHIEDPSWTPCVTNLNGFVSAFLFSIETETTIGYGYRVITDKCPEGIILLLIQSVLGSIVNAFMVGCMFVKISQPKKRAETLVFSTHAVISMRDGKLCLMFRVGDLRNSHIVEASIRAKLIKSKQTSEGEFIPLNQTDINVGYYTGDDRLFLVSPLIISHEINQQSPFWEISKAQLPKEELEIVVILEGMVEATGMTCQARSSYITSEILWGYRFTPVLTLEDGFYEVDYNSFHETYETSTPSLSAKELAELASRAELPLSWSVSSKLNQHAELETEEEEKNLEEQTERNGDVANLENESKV
# Calls only; i = inactive. This is a subset; count on the stated rates, not on these rows.
mol	GIRK2 act
Cc1nnc(C2CCN(Cc3cccc(C(F)(F)F)c3)CC2)s1	i
COc1ccc(OC)c(NC(=O)c2nn(-c3ccc(F)cc3)cc2OCc2ccccc2)c1	i
O=C(NCCc1ccsc1)NCc1cccc2ccccc12	i
COc1ccc(S(=O)(=O)CCC(=O)Nc2nc(C)c(C(C)=O)s2)cc1	i
CC1CCN(C(=O)CSc2ccc(NC(=O)c3cccs3)nn2)CC1	i
O=C(Nc1ccc(Cl)cc1)c1ccc(=O)n(Cc2cccc(Cl)c2)c1	i
O=C(NCc1ccc2c(c1)OCO2)C(=O)NCC(c1cccc2ccccc12)N1CCCC1 (stereo not drawn)	i
Cc1cc(NC(=O)c2ccc(S(=O)(=O)N(C)Cc3ccccc3)cc2)n(C(C)C)n1	i
N#Cc1ccsc1NC(=O)CCCS(=O)(=O)c1ccccc1	i
O=C(/C=C/c1ccco1)N1CCC(CNS(=O)(=O)c2cc(Cl)ccc2Cl)CC1	i
O=C(NCC1CCN(c2cnccn2)CC1)C(=O)NCC1CCCO1 (stereo not drawn)	i
CC(C)(C)n1ncc2c(=O)n(NC(=O)Cc3ccc([N+](=O)[O-])cc3)cnc21	i
O=C(C1COc2ccccc2O1)N1CCC(c2ccsc2)CC1 (stereo not drawn)	i
CC(C)OC(=O)CSc1nc2c(c(=O)n(C)c(=O)n2C)n1C	i
COc1ccc2c(CC(=O)NCc3ccc4c(c3)OCO4)cc(=O)oc2c1	i
Cc1c(C(=O)N2CCN(c3ccc(-c4cccs4)nn3)CC2)cnn1-c1ccccc1	i
O=C(CN1C(=O)c2ccccc2S1(=O)=O)N1CCN(c2cccc(Cl)c2)CC1	i
Cc1[nH]c(=O)[nH]c(=O)c1CC(=O)N1CCn2c1nc1ccccc12	i
CS(=O)(=O)Nc1ccc(CC(=O)N2CCCC2)cc1	i
CC(=O)c1c(C)nn(CC(O)COc2ccc3c(c2)CCC3)c1C (stereo not drawn)	i
O=C(NCC(O)Cc1ccccc1)Nc1ccc(F)cc1 (stereo not drawn)	i
O=C(Cc1ccc(Cl)cc1)NCC1CCN(Cc2ccco2)CC1	i
COCCN1CCC(CNC(=O)C(=O)Nc2ccc(F)c(Cl)c2)CC1	i
CS(=O)(=O)c1ccc2nc(NC(=O)C3CCCN3S(C)(=O)=O)sc2c1 (stereo not drawn)	i
COCCCN1COc2ccc3c(=O)c(-c4ccc(OC)c(OC)c4)coc3c2C1	i
Cn1nc(NC(=O)Cc2cccs2)c2c1NC(=O)CC2c1ccccc1 (stereo not drawn)	i
CC(C)S(=O)(=O)c1ccc(C(=O)Nc2sc3c(c2-c2nc4ccccc4s2)CCCC3)cc1	i
CCOC(=O)C1CCN(CC(O)COc2cccc(C)c2)CC1 (stereo not drawn)	i
CC(C)(C)NC(=O)C(=O)NCCc1cccs1	i
COc1ccc(CCC(=O)N2CCC(c3ccsc3)CC2)cc1	i
O=C(N1CCOC(c2ccccc2)C1)C12CC3CC(CC(C3)C1)C2 (stereo not drawn)	i
COC(=O)c1ccc(OCC(O)CN2CCN(c3cccc(C(F)(F)F)c3)CC2)cc1 (stereo not drawn)	i
O=C(NCc1n[nH]c(=O)c2ccccc12)c1nc2ccccc2s1	i
Cc1cccc(NC(=O)Cn2cccc(-c3nc(-c4ccc(Br)cc4)no3)c2=O)c1	i
Nc1c2c(nc3ncnn13)CCC2	i
COC(=O)c1ccc(NC(=O)CSc2ccc(NC(=O)c3cccs3)nn2)cc1	i
Cc1ccc(S(=O)(=O)N(C)CC(O)CNCC(=O)O)cc1 (stereo not drawn)	i
COCCNC(=O)CCn1cnc2c(cnn2C(C)(C)C)c1=O	i
COc1ccc2nc(N3CC(C(=O)N4CCN(c5ncccn5)CC4)C3)sc2c1	i
COc1ccccc1OCC(=O)NCCCn1cccc1	i
COc1ccc(OCC(=O)NCC(c2ccc(C)cc2)N2CCOCC2)cc1 (stereo not drawn)	i
CCOC(=O)NCC1CCN(Cc2ccccc2SC)CC1	i
COc1ccc(CCC(=O)N2CCN(c3ccc(-c4ccc(C)cc4)nn3)CC2)cc1	i
O=C(Nc1ccc(F)c(Cl)c1)c1cc(C2CC2)n(C2CCS(=O)(=O)C2)n1 (stereo not drawn)	i
COc1cc(C(=O)NCCOc2cccc(C(F)(F)F)c2)c([N+](=O)[O-])cc1OC	i
O=C(COc1ccc(F)cc1F)Nc1cccc(-c2ccc(N3CCOCC3)nn2)c1	i
COc1ccc(-c2c(C)oc3c4c(ccc3c2=O)OCN(C(C)C)C4)cc1	i
Cc1cc(C(=O)N2CC(C(=O)NCCc3ccc(F)cc3)C2)no1	i
Cn1cccc1C(O)CNS(=O)(=O)c1ccc(OC(F)(F)F)cc1 (stereo not drawn)	i
Cn1c(=O)c2cc(C(=O)N3CCC(C(N)=O)CC3)sc2n(C)c1=O	i
Nc1c(C(=O)NCCc2ccccc2)nnn1-c1cccc(C(F)(F)F)c1	i
Cc1cc(-c2nnc(NC(=O)CN3C(=O)c4ccccc4C3=O)o2)nn1C	i
Cc1cc(C(=O)N(CCc2cccs2)Cc2ccco2)c(C)o1	i
CN(C(=O)Cn1cnc2c(-c3ccccc3)csc2c1=O)c1ccc(F)cc1	i
O=C(Nc1nnc(-c2ccc(Br)s2)o1)c1ccc(Cl)s1	i
Cc1cc(-c2nnc(NC(=O)C3CCCN(S(=O)(=O)c4ccccc4)C3)o2)n(C)n1 (stereo not drawn)	i
COC(=O)c1sccc1S(=O)(=O)N(CC(=O)Nc1ccc(C)c(F)c1)c1ccc(C)c(C)c1	i
O=C(CSc1ncc(CO)n1Cc1ccccc1)Nc1cccc([N+](=O)[O-])c1	i
CCc1ccc(S(=O)(=O)N2CCN(c3ccc4nncn4n3)CC2)s1	i
COCCN1CCC(C(N)=O)CC1	i

# The results go on.
mol	GIRK2 act
CCN(CC)CCSc1ccnc2c1c(=O)n(C)c(=O)n2C	i
CCn1nc(C(=O)N(CC2CCCO2)c2nc3c(C)c(Cl)ccc3s2)cc1C (stereo not drawn)	i
COc1ccc(S(=O)(=O)N(Cc2ccccn2)Cc2ccco2)cc1F	i
CCN(C(=O)Cn1c(C2CC(=O)N(c3ccc(C)cc3)C2)nc2ccccc21)c1ccccc1 (stereo not drawn)	i
Cc1c(Cl)cccc1S(=O)(=O)NCC1CCN(C(=O)COc2ccccc2)CC1	i
COc1ccc(C2(CNC(=O)Nc3cccs3)CCCC2)cc1	i
NC(=O)Cc1ccc(NS(=O)(=O)c2cccs2)cc1	i
CCCCOc1ccc(NC(=O)N(Cc2cccs2)Cc2cccn2C)cc1	i
COc1cc(NC(=O)c2sccc2N(C)S(=O)(=O)c2ccc(C)cc2)cc(OC)c1	i
O=C(Cc1ccc(NC(=O)c2c(F)cccc2Cl)cc1)NCc1cccs1	i
O=C(Cc1cccs1)N1CCN(C(=O)c2cnn3ccccc23)CC1	i
O=C(Cc1ccc(NC(=O)CN2C(=O)CCC2=O)cc1)NCC(F)(F)F	i
COc1ccc(S(=O)(=O)NCC2CCN(c3ncccn3)CC2)c(C)c1	i
Cc1nc(CSc2nnc(Cc3c(C)[nH]c(=O)[nH]c3=O)o2)cs1	i
CSc1ccc(-c2noc(C3CCN(S(=O)(=O)c4ccc(C)cc4)CC3)n2)cc1	i
O=C(NCc1cccnc1)c1cccc(Oc2ncccn2)c1	i
O=C(CCS(=O)(=O)c1ccccc1)Nc1ccc2ncsc2c1	i
COc1ccc(NC(=O)N2CCN(c3cc(N4CCOCC4)ncn3)CC2)cc1	i
Cc1ccc(S(=O)(=O)CCCC(=O)Nc2nc3c(s2)CCc2ccccc2-3)cc1	i
COc1cc([N+](=O)[O-])ccc1NC(=O)c1ccc(=O)n(Cc2cccc(Cl)c2)c1	i

# Four of the compounds above, with each value named.
smiles: Cc1nc(CSc2nnc(Cc3c(C)[nH]c(=O)[nH]c3=O)o2)cs1
  GIRK2 act: i

smiles: NC(=O)Cc1ccc(NS(=O)(=O)c2cccs2)cc1
  GIRK2 act: i

smiles: COc1ccc(NC(=O)N2CCN(c3cc(N4CCOCC4)ncn3)CC2)cc1
  GIRK2 act: i

smiles: Cc1ccc(S(=O)(=O)CCCC(=O)Nc2nc3c(s2)CCc2ccccc2-3)cc1
  GIRK2 act: i

# 3 entries from above, set out differently.
Nc1c2c(nc3ncnn13)CCC2
  GIRK2 act = i

O=C(Cc1cccs1)N1CCN(C(=O)c2cnn3ccccc23)CC1
  GIRK2 act = i

O=C(CSc1ncc(CO)n1Cc1ccccc1)Nc1cccc([N+](=O)[O-])c1
  GIRK2 act = i

# Continuation.
mol	GIRK2 act
O=C(Cc1csc(SCC(=O)c2ccc(F)cc2)n1)NC1CCCC1	i
COc1cc(NC(=O)CSc2ccc(NC(=O)C3CC3)nn2)cc(OC)c1	i
O=C(c1ccc2c(c1)OCCO2)N(CCN1CCOCC1)c1nc2c(F)cccc2s1	i
Cc1cc(NC(=O)Cc2cccc3ccccc23)n(C2CCS(=O)(=O)C2)n1 (stereo not drawn)	i
COc1cccc(NC(=O)CSc2nc(=O)n(CCCO)c3c2CCC3)c1	i
Cc1nnc(CNC(=O)Cc2sc(-c3ccccc3)nc2C)o1	i
O=C(NCC(O)C1CCCCC1)C(=O)Nc1ccc2c(c1)OCCO2 (stereo not drawn)	i
O=C(CSC1CCCC1)NCCn1nc(-c2cccs2)ccc1=O	i
O=C(NCc1ccsc1)c1ccccc1Cl	i
Cc1ccc(S(=O)(=O)c2c[nH]c(=S)[nH]c2=O)cc1Cl	i
Cc1nc(-c2cccs2)c(CCC(=O)NCc2ccccc2)s1	i
CCOC(=O)c1c(NC(=O)c2cc(C)no2)sc2c1CCN(Cc1ccccc1)C2	i
Cc1ccc(N(C(=O)C(C)C)C2C=CS(=O)(=O)C2)c(C)c1 (stereo not drawn)	i
COCCNC(=O)Cn1nc2c(c1NC(=O)c1cccs1)CSC2	i
CCCOc1ccc(-c2csc(NC(=O)c3c(C)cnn3C)n2)cc1	i
CCc1ccc(Oc2cc(N3CCC(C(=O)NCc4cccc(OC)c4)CC3)ncn2)cc1	i
C=CCN1C(=O)SC(CC(=O)Nc2ccc(C)cc2[N+](=O)[O-])C1=O (stereo not drawn)	i
COc1cc(OC)cc(C(=O)NCC2(O)CCOCC2)c1	i
CC(C)CNC(=O)C(=O)NCCCN1CCCC1=O	i
COc1ccc(NS(=O)(=O)c2c(C)cc(C)c(N(C)S(C)(=O)=O)c2C)cc1	i
O=C(Cn1cnc2c(sc3ncccc32)c1=O)Nc1ccccc1C(F)(F)F	i
Cc1ccc(N2CC(C(=O)NCC3(c4cccs4)CCOCC3)CC2=O)cc1 (stereo not drawn)	i
CCCN1C(=O)CCc2cc(NC(=O)c3ccc(OCC)c(OCC)c3)ccc21	i
CCOC(=O)CNC(=O)c1c(C(F)(F)F)nn(-c2ccccc2)c1C	i
CC(C)CNc1nc2c(c(=O)n(C)c(=O)n2C)n1Cc1ccc(Cl)cc1	i
Cc1cc(C)n(-c2cc(NCCNS(=O)(=O)c3ccc4c(c3)OCCO4)nc(C)n2)n1	i
O=C(NCc1ccccc1)NC1CCCC(O)C1 (stereo not drawn)	i
O=C(CSc1ccc(NC(=O)c2ccco2)nn1)Nc1ccc2c(c1)OCCO2	i
COc1ccc(CCNC(=O)c2ccc(=O)n(Cc3ccc(F)cc3)n2)cc1OC	i
O=C(CCn1cnc2c(cnn2-c2ccc(F)cc2)c1=O)NCc1c(F)cccc1F	i
O=C(C1CCCN(c2ccc(-n3ccnc3)nn2)C1)N1CCN(c2ccc(C(F)(F)F)cn2)CC1 (stereo not drawn)	i
O=C(Cc1ccccc1)NCCn1ncc2c(N3CCCCCC3)ncnc21	i
O=C(Cn1cnc2ccccc2c1=O)N1CCN(c2ccc(-c3ccccn3)nn2)CC1	i
O=c1c2cc(-c3cccs3)nn2ccn1Cc1nc(-c2ccccc2Cl)no1	i
CCOc1ccc(CC(=O)NCCN2CCC(c3cccs3)CC2)cc1	i
COc1cccc(NC(=O)CC2=NS(=O)(=O)c3ccccc3N2)c1	i
Cn1nc(C2CCCN(C(=O)c3ccc(Cl)s3)C2)n(-c2ccccc2)c1=O (stereo not drawn)	i
CCOC(=O)N1CCN(C(=O)Cn2c(S(C)(=O)=O)nc3ccccc32)CC1	i
COc1ccc(Cl)cc1C(=O)Nc1ccc(N2CCCC2=O)c(C)c1	i
COc1ccc(NC(=O)CSc2nc3cc(OC)c(OC)cc3c3nc(C)nn23)cc1Cl	i
Cn1c(NCCc2ccccc2)nc2c1c(=O)n(CCC(N)=O)c(=O)n2C	i
CC(=O)CC1(O)C(=O)N(CCOc2ccc(C(C)(C)C)cc2)c2ccccc21 (stereo not drawn)	i
O=C(CCCS(=O)(=O)c1ccccc1)Nc1nc(-c2cc([N+](=O)[O-])cs2)cs1	i
CN(C)C(CNS(=O)(=O)c1cc(Cl)ccc1Cl)c1cccn1C (stereo not drawn)	i
COc1ccccc1NC(=O)Cn1c2c(c(=O)n(C3CCCCC3)c1=O)CCC2	i
COCC(=O)N1CCCc2ccc(NC(=O)c3cc(C)oc3C)cc21	i
O=C(NCc1nc2ccccc2n1CCC1CCCCC1)c1ccco1	i
O=C(NCCN1CCC(c2cccs2)CC1)c1ccccc1C(F)(F)F	i

# Bioassay records from PubChem BioAssay.
